Vc quorum ag = quorum light induction in luxS cqsA deficient V. cholerae | V. cholerae BH1578 lux reporter, luminescence, 6 h | activation, % at 18.7 µM | actives 0.16% (n = 350,000) | AID 588436; in the data active = activation mostly above about 9.7%, no sharp cut-off; inconclusive = no clear call, values can overlap the other calls; inactive = mostly below about 3.7%; also: not every result past the cut was called active; inactives centre near 0; reference of the scale not given here
PfHsp40 yeast = compounds rescuing yeast from Plasmodium falciparum HSP40 toxicity. S. cerevisiae expressing PfHsp40, growth rescue, ATP luminescence. growth rescue, % at 12.5 µM. actives 0.68% (n = 340,000). AID 504582; in the data active = growth rescue above about 28%, passing the limit was not always enough; inconclusive = no clear call, values can overlap the other calls;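 also: yeast W303a lacking pdr1 and pdr3 grown in galactose medium; growth measured after three days at 30 °C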
Anthrax LF prot = blocks Bacillus anthracis lethal factor protease. P15917. multiplex microsphere protease cleavage assay, LF. inhibition, % at 10 µM. actives 0.12% (n = 360,000); in the data active = inhibition above about 30%; inconclusive = no clear call, values can overlap the other calls; also: plate controls were buffer without enzyme for full effect and enzyme alone for no effect
MazF activator = activators of E. coli MazEF toxin-antitoxin RNase | P0AE70 | activation, % at 20 µM | AID 504720 | actives 0.32% (n = 350,000) | FAM/BHQ RNA-DNA oligo cleavage fluorescence, 5 h; in the data active = activation above about 50%
Target sequence (P0AE70 whole entry, looked up): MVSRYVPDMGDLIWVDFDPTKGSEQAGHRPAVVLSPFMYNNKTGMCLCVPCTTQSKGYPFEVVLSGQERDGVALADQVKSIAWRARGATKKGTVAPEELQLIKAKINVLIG
SSB-PriA inh = blocks PriA binding to SSB C-terminal tail; AlphaScreen SSBct-PriA binding, biotinylated peptide; AID 1272365; actives 0.6% (n = 430,000); inhibition, % at 33 µM; in the data active = inhibition mostly above about 37%, no sharp cut-off; inactive = mostly below about 20%;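 also: plate controls were negative control peptide for no effect and reference peptide for full effect; strong numbers were not always called active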
TcdB inh = inhibitors of Clostridioides difficile toxin B glycohydrolase | TcdB glycohydrolase enzymatic assay, plate reader | P18177 | actives 0.24% (n = 350,000) | inhibition, % at 9.99 µM | AID 652162; in the data active = inhibition above about 10%
VHR inh abs = inhibitors of human VHR1 phosphatase (DUSP3); P51452; recombinant VHR phosphatase, pNPP absorbance; inhibition, % at 13.3 µM; actives 0.52% (n = 290,000); AID 1654; in the data active = inhibition above about 50%; also: some compounds called inactive have numbers as strong as hits
Target sequence (P51452 whole entry, looked up): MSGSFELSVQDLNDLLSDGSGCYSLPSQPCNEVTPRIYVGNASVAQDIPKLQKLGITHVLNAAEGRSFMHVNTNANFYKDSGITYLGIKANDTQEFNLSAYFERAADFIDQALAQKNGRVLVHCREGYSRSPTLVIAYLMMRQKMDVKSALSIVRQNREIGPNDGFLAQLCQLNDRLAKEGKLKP
Rv3671c inh = inhibitors of M. tuberculosis serine protease Rv3671c | P9WHR9 | inhibition, % at 5.96 µM | actives 0.048% (n = 320,000) | AID 2606; in the data active = inhibition above about 38%;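 also: extracellular domain of Rv3671c used as enzyme; 0% = enzyme with DMSO and 100% = no enzyme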
Target sequence (P9WHR9 whole entry, looked up, the tested form may be a part): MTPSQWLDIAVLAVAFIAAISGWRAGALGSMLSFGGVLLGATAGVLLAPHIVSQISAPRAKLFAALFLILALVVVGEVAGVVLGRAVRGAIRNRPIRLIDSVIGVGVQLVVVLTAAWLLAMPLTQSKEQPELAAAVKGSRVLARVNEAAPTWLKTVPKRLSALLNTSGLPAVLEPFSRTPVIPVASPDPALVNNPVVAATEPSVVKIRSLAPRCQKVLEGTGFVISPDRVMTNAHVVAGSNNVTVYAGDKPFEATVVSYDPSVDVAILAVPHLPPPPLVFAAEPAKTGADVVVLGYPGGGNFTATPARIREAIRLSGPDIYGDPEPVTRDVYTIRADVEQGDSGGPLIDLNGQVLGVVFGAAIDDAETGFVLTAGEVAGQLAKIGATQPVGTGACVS
SARS 3CLpro inh = SARS-CoV 3CLpro protease inhibition; P0C6X7; recombinant SARS-CoV 3CLpro, quenched FRET peptide cleavage; inhibition, % at 6 µM; actives 0.14% (n = 290,000); AID 1706; in the data active = inhibition above about 12%
Y pestis TopoI = Y. pestis Topo-I inhibition via cleavage products; activity, % at 10 µM; actives 0.064% (n = 360,000); Y. pestis Topo-I cleavage product accumulation, plate reader; in the data active = activity above about 50%, passing the limit was not always enough; inconclusive = no clear call, values can overlap the other calls; also: inactives centre near 2
An asterisk follows results filed as active; i = inactive; ? = inconclusive; . = not tested or not shown; & = joins results of further samples. Not all compounds are listed (hit frequency here may not be typical).

1: CCc1ccc(C(CNc2nc(C(F)(F)F)nc3ccccc23)N(C)C)cc1 (centres undefined)
2: COc1ccc(CN2CCCC(C(=O)N3CCCCC3)C2)cc1 (centres undefined)
3: Cc1cc(OC(=O)C2CC2)c([N+](=O)[O-])c(=O)[nH]1
4: CCc1ccc(OCC(=O)Nc2ccc3oc(=O)ccc3c2)cc1
5: O=C(NNC(=O)C1[C@H]2CCCC[C@@H]12)Nc1cccc2ccccc12 (some centres undefined)
6: COc1cc2c(cc1NC(=O)COC(=O)CNC(=O)c1ccccc1)oc1ccccc12
7: Cc1ccc(-n2c(SCC(=O)c3c(N)n(C4CC4)c(=O)[nH]c3=O)nnc2N2CCOCC2)cc1
8: Cc1c(C(=O)NCc2ccc3c(c2)OCO3)oc2ccc(S(=O)(=O)N3CCCCCC3)cc12
9: COc1ccc(-c2cc(C(=O)N/N=C(\C)c3ccco3)c3ccccc3n2)c(OC)c1
10: Clc1ccc(CNCc2cccs2)c(Cl)c1

assay / entry	1	2	3	4	5	6	7	8	9	10
Vc quorum ag	i	i	-0.2	-0.3	-0.9	i	i	-0.3	-0.1	i
PfHsp40 yeast	0.3	1.7	0.9	0.2	-0.4	1.1	-0.4	2.9	-0.9	-1.2
Anthrax LF prot	-4	8	0	1	-3	-1	-1	-4	-2	-2
MazF activator	10	0	-1	10	8	-2	2	4	-4	-4
SSB-PriA inh	-4	-2	-4	-6	-2	6	1	-6	.	-53
TcdB inh	0.3	0.9	-1.3	1.2	0.2	-0.3	1.4	.	0.5	1.2
VHR inh abs	30	44	4	30	18	17	.	-10	10	2
Rv3671c inh	6	3	-1	11	2	-91	.	-18	-20	-7
SARS 3CLpro inh	-2	2	0	2	-1	-2	.	-2	-2	3
Y pestis TopoI	-4	6	-3	14	0	19	9	22	4	-2

11: COC(=O)c1ccc(N2CN=C(c3ccc(C)cc3)NC2=S)cc1
12: CCC(C)N(NC(C)=O)c1nc(Cl)nc(NC(C)(C)C)n1 (centres undefined)
13: COCCN(CCOC)S(=O)(=O)c1ccc(C(=O)Nc2c(C)n(C)n(-c3ccccc3)c2=O)cc1
14: CCOC(=O)C1=C(c2ccccc2)c2ccccc2N(S(=O)(=O)C(F)(F)F)C1C(=O)OCC (centres undefined)
15: CC1(C)CC(NS(=O)(=O)c2ccc(S(=O)(=O)N3CCOCC3)cc2)CCO1 (centres undefined)
16: COc1ccc(C2SCCN2C(=S)Nc2ccc(F)cc2)cc1 (centres undefined)
17: COc1cnc(-c2ccccn2)nc1Sc1ccc(F)cc1
18: CN(CC(=O)Nc1cccc(F)c1)C(=O)C1CSC2(C)CCC(=O)N12 (centres undefined)
19: COc1ccccc1N(C)S(=O)(=O)c1ccc(C(=O)NC(C)c2ccccc2)cc1 (centres undefined)
20: C[C@@H]1CN([C@H](C)CO)C(=O)CCCn2nncc2CO[C@H]1CN(C)S(=O)(=O)c1ccc(Oc2ccccc2)nc1

assay / entry	11	12	13	14	15	16	17	18	19	20
Vc quorum ag	i	-3.4	0.5	-6.2	i	-0.2	-0.8	i	-0.3	-0.4
PfHsp40 yeast	0.4	0.4	-1.0	2.4	0.0	0.5	37*	0.9	1.0	.
Anthrax LF prot	3	-1	-5	-1	-5	-2	0	?	-3	-1
MazF activator	-1	-2	3	-1	0	9	-1	-1	-5	-2
SSB-PriA inh	7	-5	-10	-19	-2	-11	11	0	-9	.
TcdB inh	-0.4	.	1.4	1.7	.	0.5	2.8	2.4	1.4	0.1&0.7
VHR inh abs	15	3	13	.	24	-8	24	.	9	.
Rv3671c inh	-8	-6	-2	.	2	-8	-16	-1	-10	.
SARS 3CLpro inh	2	-4	-3	.	-5	-1	3	.	1	.
Y pestis TopoI	-10	2	2	37	3	-8	7	-2	21	27

21: COCCNC(=O)CN1C(=O)NC2(CCCc3cc(OC)ccc32)C1=O (centres undefined)
22: COc1ccc(-c2cc3ccc(F)cc3cn2)cc1
23: Cc1cc(=O)oc2cc(OCC(=O)Nc3ccc4[nH]c(=O)[nH]c4c3)ccc12
24: O=C(CCCc1ccccn1)c1ccccc1
25: Cc1ccc(/C=C/C(=O)OCC(=O)Nc2ccc3[nH]c(=O)[nH]c3c2)o1
26: CCC1(COC(NC(=O)c2cccnc2)(C(F)(F)F)C(F)(F)F)COC1
27: Cc1ccc(CSc2nnc(CCCCCNC(=O)OC(C)(C)C)o2)cc1
28: Cc1nn(C)cc1/C=C/C(=O)c1ccc(O)cc1
29: CNC(=O)c1c(NC(=O)C(C)C)sc2c1CCC2
30: CN(C(=O)COC(=O)c1n[nH]c2ccccc12)c1ccccc1

assay / entry	21	22	23	24	25	26	27	28	29	30
Vc quorum ag	-0.8	-9.1	-3.7	i	i	-7.7	-1.0	0.7	-0.3	i
PfHsp40 yeast	-1.4	0.1	-0.3	1.3	2.2	-0.5	8.3	-0.2	-0.9	-0.6
Anthrax LF prot	-2	-2	0	3	-3	-2	15	-1	-2	2
MazF activator	5	6	-6	14	2	8	3	-1	4	-5
SSB-PriA inh	0	-1	-3	-2	-3	-4	-13	-10	-5	-4
TcdB inh	-1.0	1.2	2.5	0.6	0.4	.	1.4	.	-0.3	0.7
VHR inh abs	.	.	.	.	.	8	29	-2	9	18
Rv3671c inh	-1	-4	-2	.	1	-5	20	-8	4	2
SARS 3CLpro inh	-5	.	.	.	.	1	4	4	3	4
Y pestis TopoI	-3	3	-9	-3	-7	1	27	2	7	0

31: O=C(OCn1nnc2ccccc2c1=O)c1ccco1
32: CCC/C=C1/CCCOC(C(=O)NCc2ccc(S(C)(=O)=O)cc2)(C(F)(F)F)C1 (centres undefined)
33: c1ccc(OCc2nn3c(-c4cccnc4)nnc3s2)cc1
34: Cc1cc(C(=O)NNC(=O)Nc2ccc(Cl)cc2)no1
35: COC(=O)COc1cc2ccccc2cc1C(=O)Nc1ccccc1
36: S=C(NCc1ccc(Cl)cc1)Nc1ccccc1Cl
37: CC(C)COc1ccccc1C(=O)NC(CO)C(=O)O (centres undefined)
38: CC(=NNC(=S)N1CCCC1)c1ccccn1
39: CC1CCC(NC(=O)c2cccc(S(=O)(=O)N3CCOCC3)c2)CC1 (centres undefined)
40: N#CC(=Cc1ccnc2ccccc12)c1ccccc1

assay / entry	31	32	33	34	35	36	37	38	39	40
Vc quorum ag	0.3	i	-0.4	0.2	-0.5	-0.3	.	i	i	-1.1
PfHsp40 yeast	-0.6	-1.3	-0.4	0.3	0.1	2.3	-0.4	.	.	.
Anthrax LF prot	-10	-6	-3	-1	0	0	-9	17	-4	-5
MazF activator	6	4	0	5	-8	-4	2	-1	-6	0
SSB-PriA inh	-9&0	-7	-5	2	-5	-23	-11	.	.	.
TcdB inh	1.0	0.8	.	1.6	0.6	.	.	-3.1	2.0	1.0
VHR inh abs	19	.	13	8	17	-2	9	.	.	.
Rv3671c inh	-1	-6	2	5	0	-6	-2	.	.	.
SARS 3CLpro inh	3	.	4	-1	3	2	5	.	.	.
Y pestis TopoI	5	1	15	5	12	0	-2	3	-4	-7

41: Cc1ccc(-n2c(SCC(=O)N3c4ccccc4Sc4ccccc43)nnc2-c2ccncc2)cc1
42: COC(=O)C1=C(C(=O)OC)[C@@H]2Nc3ccccc3[C@@]23C[C@@H](C(=O)OC)N(C(=O)c2ccco2)C3=N1
43: O=C(COc1ccc(Cl)cc1)NCc1nnc(SCC(=O)c2ccccc2)o1
44: O=C(COc1ccc(Cl)cc1Br)Nc1ccccc1N1CCCC1
45: O=C(CN1CCN(C(=O)CNC(=O)c2ccc(N3CCCC3=O)cc2)CC1)Nc1ccccc1Cl
46: COc1ccccc1C(=O)NCC(c1cccs1)N1CCc2ccccc21 (centres undefined)
47: Cc1cc(C)nc(SCc2ccc(C(=O)N/N=C/c3ccncc3)cc2)n1
48: c1ccc(CNCCCNCCCCNCCCNCc2ccccc2)cc1

assay / entry	41	42	43	44	45	46	47	48
Vc quorum ag	-0.3	i	i	i	1.6	-3.7	-0.4	.
PfHsp40 yeast	-0.2	0.8	0.4	4.3	1.3	-0.9	3.8	-0.9
Anthrax LF prot	0	3	-4	0	-22	7	-1	0
MazF activator	-5	4	-7	-8	8	1	3	7
SSB-PriA inh	-9	-12	-7	10	-5	-7	.	-13
TcdB inh	.	1.5	.	-0.3	0.1	0.9	2.4	1.1
VHR inh abs	46	.	3	.	.	.	2	.
Rv3671c inh	-1	-4	-3	-3	-2	1	0	.
SARS 3CLpro inh	2	.	2	.	.	.	2	.
Y pestis TopoI	25	7	31	27	19	12	6	-31
